# High-throughput results deposited in PubChem by several laboratories.
# TLR4 MyD88 comp: blocks binding of human TLR4 to MyD88. AID 861. 200,000 compounds, 0.18% hits. O00206+Q99836. inhibition, % at 8.4 µM. HeLa CL3-4 TLR4/MyD88 BLA complementation, FRET ratio; in the data active = inhibition above about 25%;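 note: 0% = vehicle and 100% = reference inhibitor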
# STAT3 inh: inhibitors of IL-6 induced STAT3 signaling; inhibition, % at 5.5 µM; U3A cells, IL-6 STAT3-luciferase reporter, luminescence; host cell line lacks STAT1; AID 862; 190,000 compounds, 0.89% hits;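 active = inhibition above the mean inhibition across all screened compounds plus 3 SD, cut at about 44% in these data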;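 note: 0% = DMSO only wells and 100% = 100 µM nifuroxazide control wells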
# S1P3 antag: antagonists of human S1P3 receptor | CHO S1P3 NFAT-BLA reporter, FRET fluorescence, antagonist mode | inhibition, % at 4.98 µM | 170,000 compounds, 0.27% hits | Q99500 | AID 485;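 active = inhibition above the plate cutoff, the mean inhibition of test wells on that plate plus 3 SD, cut at about 28% in these data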;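 note: cells challenged with S1P at its EC80 of 0.8 µM; blue over green emission ratio from cleaved BLA substrate after 4 h stimulation; 0% = S1P-stimulated wells and 100% = unstimulated DMSO-only wells; some compounds past the cut are filed as inactive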
# PPARg SRC-1 ag: promotes SRC-1 coactivator recruitment by human PPARgamma | activation, % at 8 µM | PPARgamma-SRC-1 coactivator recruitment biochemical assay | 200,000 compounds, 0.41% hits | AID 631; in the data active = activation above about 19%;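 note: 0% = DMSO and 100% = reference agonist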
# Target sequence (P37231 whole entry, looked up): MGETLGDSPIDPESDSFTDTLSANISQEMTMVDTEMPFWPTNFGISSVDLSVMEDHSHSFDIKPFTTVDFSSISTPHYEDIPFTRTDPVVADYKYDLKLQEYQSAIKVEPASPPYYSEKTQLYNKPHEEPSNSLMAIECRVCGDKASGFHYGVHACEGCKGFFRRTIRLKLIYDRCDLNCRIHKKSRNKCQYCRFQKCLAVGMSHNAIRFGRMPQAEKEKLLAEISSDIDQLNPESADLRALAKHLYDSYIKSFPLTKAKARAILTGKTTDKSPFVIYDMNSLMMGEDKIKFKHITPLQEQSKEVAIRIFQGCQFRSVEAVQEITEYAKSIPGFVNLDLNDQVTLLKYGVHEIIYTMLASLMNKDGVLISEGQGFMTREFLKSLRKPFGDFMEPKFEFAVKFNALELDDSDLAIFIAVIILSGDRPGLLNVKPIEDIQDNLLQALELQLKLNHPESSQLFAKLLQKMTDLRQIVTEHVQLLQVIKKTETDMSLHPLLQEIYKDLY
# RAM inhibit: yeast RAM network inhibition | S. cerevisiae dse1pr::URA3 reporter, 5-FOA growth OD615, 2 d; analog-sensitive cbk1-as2 kinase mutant strain | inhibition, % at 50 µM | 190,000 compounds, 1.8% hits;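 active = inhibition above a set limit, 3 SD over mean compound inhibition, cut at about 8.4% in these data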;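 note: 0% = DMSO-only wells with no growth and 100% = 10 µM 1-NA-PP1 full growth; inhibition rescues growth on 5-FOA so higher OD means more RAM inhibition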
# STAT1 inh: inhibitors of IFN-gamma induced STAT1 signaling; AID 920; 200,000 compounds, 0.35% hits; NIH 3T3 STAT1-luciferase reporter, luminescence; inhibition, % at 5.5 µM;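 active = inhibition above a set limit, the mean inhibition across all tested compounds plus 3 SD, cut at about 34% in these data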;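 note: 0% = IFN-gamma with DMSO and 100% = IFN-gamma with 300 µM nifuroxazide; values of inactives mirror those of a sister screen read the other way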
# STAT3 act: activators of IL-6 induced STAT3 signaling | AID 871 | activation (% of control), % at 5.6 µM | U3A cells, IL-6 STAT3-luciferase reporter, luminescence; 100% = signal with IL-6 EC80 alone | 190,000 compounds, 0.91% hits;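 active = activation above the screen-wide mean of compound activation plus 3 SD, cut at about 130% in these data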;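 note: 0% = background luminescence of wells with medium and substrate only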
#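 System – human U3A cells carrying STAT3-luciferase construct · Probe or stimulus – Interleukin-6, 33 ng/mL · Schedule – compound 1 h, then IL-6 6 h at 37 °C · Signal – luminescence from STAT3-driven luciferase reporter · Evaluation – percent of IL-6-only median luminescence · Benchmarks – IL-6-only high control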
# PPARg SRC3 recr: agonists of human PPARgamma SRC-3 coactivator recruitment | 200,000 compounds, 0.26% hits | AID 731 | activation, % at 8 µM | biochemical PPARgamma/SRC-3 coactivator recruitment assay; in the data active = activation above about 23%;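 note: 0% = DMSO and 100% = reference agonist; some compounds past the cut are filed as inactive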
# ROMK primary: modulators of human ROMK potassium channel | P48048 | Tet-inducible ROMK, thallium flux fluorescence; actives lie on both sides | B-score at 10 µM | 130,000 compounds, 2% hits | AID 1918;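 active = signal ratio slope over the read window, or its plate-corrected B-score, at least 3 SD from the plate mean, either direction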;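 note: B-score of the F/F0 ratio slope over 7 to 12 s after thallium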
# Target sequence (P48048 whole entry, looked up): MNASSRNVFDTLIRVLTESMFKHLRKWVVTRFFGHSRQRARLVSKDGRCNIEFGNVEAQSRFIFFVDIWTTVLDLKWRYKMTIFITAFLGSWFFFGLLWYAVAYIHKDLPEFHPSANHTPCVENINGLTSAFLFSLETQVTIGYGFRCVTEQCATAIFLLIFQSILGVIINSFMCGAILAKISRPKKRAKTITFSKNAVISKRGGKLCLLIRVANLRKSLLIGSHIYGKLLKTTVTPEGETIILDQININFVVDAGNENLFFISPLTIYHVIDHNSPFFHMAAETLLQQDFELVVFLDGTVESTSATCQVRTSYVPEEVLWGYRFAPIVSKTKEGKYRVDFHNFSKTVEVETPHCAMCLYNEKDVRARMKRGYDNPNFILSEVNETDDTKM
# PPARg SRC-2 ag: promotes SRC-2 coactivator recruitment by human PPARgamma; P37231; PPARgamma LBD-SRC-2 recruitment, biochemical; activation, % at 8 µM; 200,000 compounds, 0.34% hits; AID 1032; in the data active = activation above about 22%;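 note: 0% = vehicle and 100% = reference agonist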
# TR-FRET SRC-2 ct: flags TR-FRET format artefacts in PPARgamma SRC-2 recruitment agonist screen | TR-FRET ratio at 8 µM | AID 1049 | 200,000 compounds, 0.4% hits | TR-FRET artefact counter-screen; active compounds read high; in the data active = TR-FRET ratio above about 2000; note: inactives centre near 1500
# Active calls of the source: *; nt = not tested or not shown.
SMILES,TLR4 MyD88 comp,STAT3 inh,S1P3 antag,PPARg SRC-1 ag,RAM inhibit,STAT1 inh,STAT3 act,PPARg SRC3 recr,ROMK primary,PPARg SRC-2 ag,TR-FRET SRC-2 ct
CC(=O)Nc1ccc(NC(=O)CCCSc2nc3ccccc3s2)cc1,-10.1,-46.0,-2.3,5.9,5.5,-1.3,140.2*,-0.8,-0.134,3.8,1706
CC12CC(c3ccccc3O1)C(C(=O)N1CCOCC1)C(=O)N2 (configuration not stated),0.5,8.4,-2.8,-0.2,0.2,-1.5,96.2,-11.3,0.165,-3.5,1529
O=P(O)(CN1CCCCCC1)CN1CCCCCC1,0.7,6.6,2.0,5.3,-0.3,-57.9,99.4,4.3,nt,0.3,1566
Cc1cc(C)c(C)c(S(=O)(=O)N[C@@H](C)C(=O)OCC(N)=O)c1C,-1.7,4.2,-9.9,11.3,-0.7,5.5,100.7,5.9,-0.0224,3.6,1507
CCOC(=O)C1=C(O)/C(=C/c2ccc(OCC(=O)O)c(OCC)c2)SC1=Nc1ccccc1,-3.2,5.0,-7.0,2.0,10.3*,0.7,97.7,4.9,-0.267,3.5,1680
O=C(CCN1C(=O)c2ccccc2C1=O)NCCCn1ccnc1,6.6,8.1,10.0,-10.9,0.8,-6.4,103.5,2.4,0.249,-5.5,1463
Cc1ccccc1Cn1c(=O)n(Cc2ccco2)c(=O)c2ccccc21,7.9,-24.0,55.1*,-5.1,2.6,6.9,121.3,-10.5,-0.262,1.0,1368
COCCNC(=O)CN(C(=O)CCC(=O)Nc1ccccn1)c1ccc(F)c(Cl)c1,-11.2,1.6,5.2,0.5,-0.3,-2.1,101.1,-6.9,0.906,-9.5,1604
O=C(c1ccccc1)N1CCC(=O)N1c1ccccc1,3.4,-4.9,-8.1,2.1,2.8,0.8,103.1,-0.2,nt,-2.8,1592
CCCCOc1ccc(NC(=O)C2CC=CCC2C(=O)O)cc1 (configuration not stated),12.6,10.2,-16.4,4.2,nt,4.3,97.5,-1.9,0.51,-5.2,1281
COc1ccc(NC(=O)CS(=O)CC(=O)NCC2OCCc3ccccc32)cc1 (configuration not stated),-6.8,10.1,6.4,-0.3,1.3,-4.0,96.6,4.8,-0.308,-0.6,1454
Cc1nn(-c2ccccc2)c(C)c1/C=N/NC(=O)c1ccccc1NS(=O)(=O)c1cccs1,-6.7,-17.6,-17.1,5.7,-0.4,7.0,112.9,3.9,-0.468,3.1,1606
CC(C)c1ccc(NC(=O)N2CCC(c3nc4ccccc4o3)CC2)cc1,10.6,12.2,-16.9,1.7,3.6,0.2,95.0,1.2,0.496,-1.7,1487
COC(=O)[C@@H](NC(=O)Nc1ccc(C(C)=O)cc1)C(C)C,-9.2,2.1,4.3,-1.7,1.7,5.9,100.5,6.0,-0.0351,-4.5,1599
O=C(Nc1ccccc1Cl)c1ccccc1,4.3,22.4,-9.3,0.7,1.6,-22.6,85.5,-1.8,0.289,-1.7,1616
ClC(Cl)(Cl)c1nc(N/N=C/c2ccncc2)c2ccccc2n1,-0.6,12.2,-2.9,-2.0,-1.1,4.7,90.9,1.9,-0.303,1.7,1378
Cc1cc(C(=O)Nc2ccc3c(c2)OCO3)cs1,-2.0,-9.1,8.9,3.1,1.4,-50.2,110.8,8.6,-0.13,-1.4,1433
CSCCC(NC(=O)c1ccccc1)C(=O)NC1CCCC1 (configuration not stated),-13.3,7.4,8.2,2.1,-0.8,-5.3,97.3,-1.0,nt,-7.6,1429
COc1ccc(N2CCN(C(CNC(=O)C(=O)NCC3CCCO3)c3ccco3)CC2)cc1 (configuration not stated),-1.6,5.2,-4.9,1.9,0.4,4.4,98.6,-2.6,0.369,-3.6,1551
COc1ccccc1OCCN(C#N)c1nc(N(C)C)nc(N(C)C)n1,-4.1,7.9,-7.2,2.3,0.2,-2.4,96.3,-0.5,nt,-9.9,1263
COCCN1Cc2cccc(C(=O)N3CCN(c4ccccc4)CC3)c2C1=O,2.1,7.3,nt,-2.7,1.7,0.0,99.6,-9.8,0.285,2.7,1384
COc1ccc(Cl)cc1C(=O)Nn1cnc2ccccc2c1=O,4.5,24.7,-14.2,8.5,1.6,0.6,80.5,7.2,0.667,2.3,1621
Cc1ccc2[nH]cc(C(=O)CN3CCN(c4ccccn4)CC3)c2c1,-19.0,20.7,-14.7,9.7,0.0,1.9,84.3,-0.8,nt,3.8,1667
COc1ccc(C2C(C#N)=C(C)NC3=C2C(=O)c2ccccc23)cc1 (configuration not stated),4.8,21.3,nt,5.4,2.1,5.1,86.8,-5.4,-0.495,7.3,1737
COc1ccc2nc(Sc3c([N+](=O)[O-])nc(C)n3Cc3ccccc3)[nH]c2c1,-3.1,13.9,nt,2.1,1.1,19.2,94.6,-6.0,-0.785,5.5,1585
COc1ccc(Nc2nc(C)cc(C)c2C#N)cc1OC,9.7,10.4,8.4,-2.3,3.8,-5.3,95.5,-8.8,nt,-2.8,1601
COc1ccccc1S(=O)(=O)Cc1ccc(C(=O)N2CCN(c3cccc(Cl)c3)CC2)o1,0.9,20.1,-0.3,3.2,2.3,0.7,90.9,-1.7,nt,1.6,1602
NC(=O)COC(=O)c1cccc(S(=O)(=O)N2CCN(c3ccccc3)CC2)c1,-17.5,-0.5,9.8,-1.7,1.4,-0.1,105.0,-2.6,0.0883,-14.4,1558
CCCn1c2ccccc2c2nnc(SCC(=O)OC)nc21,-1.4,0.2,4.1,2.9,1.5,-0.3,102.2,-2.9,-0.546,-5.5,1846
O=c1[nH]c(CCC2CCCC2)nc2ccccc12,-13.5,-0.1,-5.2,1.6,0.4,3.6,98.2,4.9,-0.68,-3.6,1562
O=C(OCC#CCSc1nnc(-c2ccc([N+](=O)[O-])cc2)o1)c1cccs1,-5.3,0.3,nt,-3.7,1.1,4.7,104.8,-8.5,-0.551,-1.2,1534
O=C(CSc1ccccc1)Nc1cc(S(=O)(=O)N2CCOCC2)ccc1N1CCOCC1,-9.8,-2.5,-19.5,9.3,1.9,3.1,104.0,0.6,1.86,-2.0,1538
CCOC(=O)Oc1ccc2oc(C)c(C(=O)OCCOC)c2c1,-2.1,20.6,-31.3,-1.4,2.0,3.2,89.6,-1.9,0.981,2.2,1430
CCOc1ccccc1NC(=O)C(Sc1nnnn1C)c1ccccc1 (configuration not stated),-3.2,2.7,-8.3,8.0,0.8,3.8,99.2,3.5,-0.87,8.9,1701
CN1CCN(C(=O)c2cc(Oc3c(F)c(F)c(F)c(F)c3F)cc(C(=O)N3CCN(C)CC3)c2)CC1,-5.5,4.1,-7.9,2.6,0.5,-6.8,98.1,1.9,-0.022,1.5,1684
Cc1c(O)c2c(=O)n(-c3ccccc3)c(-c3ccccc3)cc2oc1=O,-8.0,-3.4,-4.0,1.4,5.3,-8.2,103.0,-2.2,0.643,2.8,1600
CC(NC(=O)C1c2ccccc2Oc2ccccc21)C1CCCO1 (configuration not stated),4.4,6.3,-4.2,0.3,-0.5,-0.7,98.8,1.7,-0.197,0.0,1455
COc1ccc(NC(=O)Cn2c(CCC(=O)O)ccc2-c2ccc(C)cc2)cc1,-11.3,5.2,-5.1,-3.0,-0.2,-4.1,98.7,2.1,-0.0557,6.7,1389
Cc1ccc(Nc2nc(-c3c(C)n(C)n(-c4ccccc4)c3=O)c(C)s2)cc1,0.4,6.6,nt,5.9,-0.3,0.4,100.9,7.8,0.183,7.5,1496
CCOC(=O)/C(C#N)=C1/CCCCCN1C,13.0,9.9,-11.8,10.1,1.2,7.1,97.0,7.3,0.223,5.1,1670

# Profiles, quoted from the list. Order of values: TLR4 MyD88 comp | STAT3 inh | S1P3 antag | PPARg SRC-1 ag | RAM inhibit | STAT1 inh | STAT3 act | PPARg SRC3 recr | ROMK primary | PPARg SRC-2 ag | TR-FRET SRC-2 ct
# `COc1ccc(Cl)cc1C(=O)Nn1cnc2ccccc2c1=O` is entered as 4.5 | 24.7 | -14.2 | 8.5 | 1.6 | 0.6 | 80.5 | 7.2 | 0.667 | 2.3 | 1621
# `CCOC(=O)/C(C#N)=C1/CCCCCN1C` is entered as 13.0 | 9.9 | -11.8 | 10.1 | 1.2 | 7.1 | 97.0 | 7.3 | 0.223 | 5.1 | 1670

# Remaining list, next part
SMILES,TLR4 MyD88 comp,STAT3 inh,S1P3 antag,PPARg SRC-1 ag,RAM inhibit,STAT1 inh,STAT3 act,PPARg SRC3 recr,ROMK primary,PPARg SRC-2 ag,TR-FRET SRC-2 ct
CCOC(=O)c1cnc2c(-c3ccc(Cl)cc3)cnn2c1C,0.0,11.9,-4.6,-11.9,1.6,-21.9,94.5,-0.8,0.56,2.4,1316
COc1ccc(NC(=O)C2=C(C)C(=O)OC23CCC(C)CC3)c(OC)c1 (configuration not stated),0.8,-7.3,19.3,-0.7,0.9,8.6,106.1,-3.7,nt,-4.2,1418
CC(C)c1ccc(OCC(O)CN2CCN(c3ccccc3)CC2)cc1 (configuration not stated),-0.2,6.0,15.9,1.6,2.0,2.3,97.2,-4.9,-2.84*,-9.7,1291
CC1(C)SC(=S)N(/N=C/c2ccccc2)C1N(O)C(=O)Nc1ccc([N+](=O)[O-])cc1 (configuration not stated),3.2,-2.7,nt,1.3,4.3,-7.2,105.9,-1.6,nt,1.4,1523
O=C(NC1CCCCCC1)c1cccc(COCC(F)(F)F)c1,1.6,5.6,nt,-5.5,-0.1,-5.5,98.4,-0.3,-1.57,-2.3,1360
O=c1c2ccccc2nnn1CSc1nnc(C2COc3ccccc3O2)n1-c1ccccc1 (configuration not stated),-3.4,0.1,-16.6,0.5,6.1,-5.3,103.6,0.6,-2.94*,-3.0,1642
CN1/C(=C\C(=O)Nc2ccc(Br)cc2)C(C)(C)c2ccccc21,6.2,-4.0,6.9,-1.5,0.9,-0.5,101.1,0.2,0.0821,4.9,1568
Cc1ccccc1NC(=O)Cn1c([N+](=O)[O-])cnc1C,-11.5,-6.7,-4.8,3.7,4.6,2.5,104.3,3.0,nt,11.3,1697
CCOc1[nH]n(-c2ccc(Cl)cc2)c(=O)c1C=NCC(=O)OC,-7.7,15.4,-9.6,3.8,4.0,-1.9,89.2,6.3,0.528,6.5,1634
O=C(NCCc1c[nH]c2ccccc12)C(=O)NCC1CCCO1 (configuration not stated),-2.4,8.7,-20.2,3.6,3.1,-10.5,96.1,3.3,0.484,9.1,1673
CCN(CC)S(=O)(=O)c1cccc(C(=O)N[C@@H](C)c2nc3ccccc3[nH]2)c1,-4.7,-9.4,-2.5,-2.1,0.1,5.2,108.2,3.3,0.561,-0.1,1663
COc1cc(Cl)c(C)cc1NC(=O)CSc1ccc(C)cc1,17.3,7.5,nt,-8.6,3.6,-4.7,103.4,-6.8,nt,-5.7,1554
O=C(/C=C/c1ccccc1)c1ccc2c3c(cccc13)CC2,-6.3,3.9,-9.0,-0.2,3.2,-2.3,95.5,1.7,nt,1.9,1362
CCOc1ccc(C2N(c3ccc(OC)cc3)C(=O)C3CCCN32)cc1OC (configuration not stated),-22.0,13.0,-10.3,4.7,2.0,-3.2,96.2,-19.0,nt,-5.9,1367
